Source: PubChem BioAssay
CSN inh: inhibitors of human CSN-mediated cullin deneddylation | inhibition, % at 12.5 µM | Purified CSN, SCF-Nedd8-OG deneddylation, fluorescence polarization | AID 651999 | 360,000 compounds, 0.38% hits;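 active = pattern-corrected inhibition above about 35%, with an unprinted fluorescence ratio check between 0.5 and 1.5, limit read from the data, passing the limit was not always enough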;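 also: 0% = enzyme with substrate and 100% = substrate without enzyme; some results filed as inactive read as strong as hits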
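Assay system: HEK293T-derived human Csn5 enzyme; quantity: 0.24 nM enzyme; medium: Tris/NaCl/DTT buffer, pH 7.5; also added: substrate SCFSkp2-Nedd8OG, 10 nM; doses: 12.5 µM compound; schedule: 90 min reaction at room temperature; signal: FP; read-out: % inhibition of substrate cleavage by Csn5; benchmarks: substrate-only high control, full reaction low control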
PABP1 MLLE inh: blocks PAM2 peptide binding to the PABP1 MLLE domain. 360,000 compounds, 0.36% hits. GST-MLLE / FITC-PAM2 fluorescence polarization. inhibition, % at 20 µM. P11940. AID 588489; in the data active = inhibition above about 35%, passing the limit was not always enough;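 also: plate controls were DMSO wells with GST-MLLE for no effect and wells lacking GST-MLLE protein for full effect; some results filed as inactive read as strong as hits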
MsrA act: activates bovine MsrA enzyme. purified bovine MsrA, absorbance read-out. activation, % at 10.6 µM. 360,000 compounds, 0.3% hits. AID 602163; in the data active = activation above about 7.5%;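 also: 0% = vehicle and 100% = reference activator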
MsrA inh: inhibits bovine methionine sulfoxide reductase A; 360,000 compounds, 0.75% hits; AID 651718; purified bovine MsrA, absorbance read-out; inhibition, % at 15.5 µM; in the data active = inhibition above about 4.5%;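 also: 0% = vehicle wells with enzyme and 100% = reference inhibitor wells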
E coli Lon inh: E. coli protease La inhibition. 360,000 compounds, 0.42% hits. P0A9M0. purified E. coli Lon protease, fluorescence polarization. inhibition, % at 7.94 µM. AID 602123; in the data active = inhibition above about 13%, passing the limit was not always enough;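 also: 0% = enzyme with probe and DMSO and 100% = no enzyme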
Target sequence (P0A9M0 whole entry, looked up): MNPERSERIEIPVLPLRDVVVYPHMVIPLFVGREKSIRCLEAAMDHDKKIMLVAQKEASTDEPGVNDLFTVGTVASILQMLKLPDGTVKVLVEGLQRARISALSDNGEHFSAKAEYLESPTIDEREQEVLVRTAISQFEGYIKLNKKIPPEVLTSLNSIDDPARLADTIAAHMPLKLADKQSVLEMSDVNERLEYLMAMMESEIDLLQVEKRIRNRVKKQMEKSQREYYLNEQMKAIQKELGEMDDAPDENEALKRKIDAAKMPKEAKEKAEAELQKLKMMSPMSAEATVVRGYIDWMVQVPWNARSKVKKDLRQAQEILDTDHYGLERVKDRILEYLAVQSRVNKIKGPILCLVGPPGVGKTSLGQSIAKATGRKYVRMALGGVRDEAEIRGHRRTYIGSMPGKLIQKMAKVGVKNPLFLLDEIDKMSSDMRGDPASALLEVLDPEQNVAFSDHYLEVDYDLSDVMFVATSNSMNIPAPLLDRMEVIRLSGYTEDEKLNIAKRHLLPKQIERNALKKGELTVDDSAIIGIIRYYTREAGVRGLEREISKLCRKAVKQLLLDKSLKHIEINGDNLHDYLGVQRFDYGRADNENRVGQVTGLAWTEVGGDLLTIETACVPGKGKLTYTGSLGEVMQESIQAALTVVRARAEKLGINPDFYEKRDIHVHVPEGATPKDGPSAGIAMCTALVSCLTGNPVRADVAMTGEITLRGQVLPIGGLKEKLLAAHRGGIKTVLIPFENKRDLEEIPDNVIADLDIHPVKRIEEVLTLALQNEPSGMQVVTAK
FAS TE block: FAS thioesterase (human) inhibition. recombinant FAS-TE, OMFH fluorogenic substrate, fluorescence endpoint. 360,000 compounds, 0.67% hits. inhibition, % at 15 µM. P49327;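 active = compounds whose normalised, plate-corrected inhibition of enzyme fluorescence in the single-dose primary screen is 50% or more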;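 also: 0% = DMSO with enzyme and 100% = substrate without enzyme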
Rin1 Abl inh: human Rin1-Abl interaction inhibition. P00519+Q13671. TR-FRET Rin1/Abl binding, biochemical. inhibition, % at 7.35 µM. 360,000 compounds, 0.4% hits. AID 588664; in the data active = inhibition above about 5%, passing the limit was not always enough
MT1-MMP act inh: blocks activation of human MT1-MMP. HT1080 RFP-PRO-GFP cells, GFP/RFP ratio fluorescence, overnight; percent of plate control window, DMSO zero. 360,000 compounds, 0.061% hits. GFP/RFP ratio change, % at 20 µM. P50281. AID 651647;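 active = GFP/RFP ratio change of at least 30% with cell ATP level not reduced by more than half and red fluorescence within 50% of control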; also: strong numbers were not always called active
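Read-out: GFP/RFP fluorescence ratio; Test system: RFP-PRO-GFP reporter HT1080 cells; Compound dosing: single-point 20 µM compound, 1% DMSO; Times: overnight compound exposure at 37 °C.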
Rpn11 block: Rpn11 (human) deubiquitinase inhibition. calls only at 20 µM. 360,000 compounds, 0.59% hits. human 26S proteasome, Ub4-pepOG fluorescence polarization; 20S core pre-blocked with epoxomicin. O00487;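 active = inhibition at 20 µM, scaled to each plate's controls, above about 33%, limit read from the data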
Starred values were filed as active, the others as inactive; i = inactive; . = no result given. The order is random; any-hit rate near 3.7%.

SMILES,MsrA act,Rpn11 block,MT1-MMP act inh,Rin1 Abl inh,CSN inh,MsrA inh,FAS TE block,PABP1 MLLE inh,E coli Lon inh
O=C(NNC(=O)c1cccc(C(F)(F)F)c1)c1ccncc1,-4,i,2,6,-3,2.2,-6,-6,-2
CC(C)N1CCN(S(=O)(=O)c2ccccc2)CC1,2,i,-3,-1,-2,0.1,-2,-11,-4
CCCCn1c(N)c(N(CC)C(=O)CSCC(=O)Nc2ccc(OC)cc2)c(=O)[nH]c1=O,-1,i,-5,3,-2,-0.7,-8,14,-6
CC1OC(Oc2ccc3ccc(=O)oc3c2-c2c(O)ccc3cc(Oc4ccc5ccc(=O)oc5c4)c(=O)oc23)C(O)C(O)C1O (stereo not given),-5,i,-1,-4,-3,4.8*,-10,2,-9
Cc1ccc(CS(=O)(=O)Cc2ccc(C(=O)NCc3cccs3)o2)cc1,-4,i,-2,-1,2,1.7,-1,-15,2
CCC(CO)Oc1cc(NCc2ccccc2C(F)(F)F)c2ncn(C(C)C)c2c1 (stereo not given),-5,i,-5,1,-4,0.3,17,6,0
CC(=O)Nc1sc(C)c(C)c1C(=O)OCC(=O)NCc1ccc(Cl)cc1,-3,i,0,-3,2,1.6,-6,-4,6
O=S(=O)(Nc1ccc(N2CCOCC2)cc1)c1ccc(F)cc1,-6,i,2,-7,5,0.9,0,-13,0
Cc1noc(C)c1C(=O)OCC(=O)Nc1ccccc1Oc1ccccc1,0,i,4,1,-4,1.4,16,3,-4
CCOC(=O)CNC(=S)N(Cc1ccc(C)cc1)Cc1ccc(C)o1,-10,i,-2,-3,0,-0.5,16,-138,-18
COc1cc(C(=O)N2CCN(Cc3ccc4c(c3)OCO4)CC2)c([N+](=O)[O-])cc1OC,-3,i,5,2,-3,1.0,0,12,-3
Cc1cccc(NC(=O)c2cc(NC(=O)C3CCCCC3C(=O)O)ccc2N2CCCCC2)c1 (stereo not given),-1,i,1,0,7,0.8,7,3,2
CC1(C(=O)Nc2ccc3c(c2)OCO3)CCN1C(=O)CCc1ccc(Cl)cc1Cl (stereo not given),0,i,1,-4,1,-0.2,12,-1,-13
CCOc1ccc(/C=c2\sc3nc(-c4ccco4)nn3c2=O)cc1OCC,-3,i,1,-5,24,1.2,-7,43*,0
CCN(CC)S(=O)(=O)c1cc(NS(=O)(=O)c2c(Cl)cccc2Cl)ccc1C,-3,i,-3,0,-3,0.5,-2,12,10
Cc1cc(F)ccc1C(O)c1ncc(-c2ccc(Cl)cc2)[nH]1 (stereo not given),-1,i,3,0,2,-0.2,5,2,-1
COc1cccc(-c2nnc(SCC(=O)Nc3ccc4c(c3)OCCO4)n2Cc2ccco2)c1,-1,i,.,-3,-2,-1.8,13,-48,5
CNc1nc(-c2ccc3c(c2)CCN3C(=O)CC(C)(C)C)c(C)s1,-1,i,4,-3,-3,-0.8,4,-44,-7
Cc1cc(C)nc(SCC(=O)c2ccc(F)cc2)n1,-2,i,-1,0,-1,0.4,0,12,-8
C=CCNc1ncnc2c1ncn2[C@H]1CN(Cc2ccc(-c3ccccc3)cc2)C[C@@H](CO)O1,-2,i,-5,19*,4,0.3,2,4,-2
Cc1cc2c3ccccc3ncn2n1,-12,i,-7,0,-7,0.9,-3,-8,11
CC(C)OC(=O)n1c(=S)oc2ccccc21,-1,i,9,-2,-2,1.0,-9,-59,-1
CC(C)N(C(=O)CSc1nc(Cc2ccccc2)nc2ccccc12)C(C)C,-7,i,-10,-8,0,0.2,21,10,-2
NCCc1nnc(SCc2ccccc2Cl)o1,-2,i,2,1,0,-0.2,-5,-12,-2

Among those listed so far, these have a CF3 group:
SMILES,MsrA act,Rpn11 block,MT1-MMP act inh,Rin1 Abl inh,CSN inh,MsrA inh,FAS TE block,PABP1 MLLE inh,E coli Lon inh
O=C(NNC(=O)c1cccc(C(F)(F)F)c1)c1ccncc1,-4,i,2,6,-3,2.2,-6,-6,-2
CCC(CO)Oc1cc(NCc2ccccc2C(F)(F)F)c2ncn(C(C)C)c2c1 (stereo not given),-5,i,-5,1,-4,0.3,17,6,0

Following part:
SMILES,MsrA act,Rpn11 block,MT1-MMP act inh,Rin1 Abl inh,CSN inh,MsrA inh,FAS TE block,PABP1 MLLE inh,E coli Lon inh
O=C(CSc1c(Cl)cccc1Cl)NC1CCCc2ccccc21 (stereo not given),-3,i,-7,0,-1,0.6,-1,23,9
CCN(CC)S(=O)(=O)c1cccc(C(=O)OCC(=O)C23CC4CC(CC(C4)C2)C3)c1,-12,i,4,-1,3,0.0,32,-4,8
CC1CC(C)CN(C(=O)C(NS(=O)(=O)c2ccc(Br)s2)c2ccccc2)C1 (stereo not given),-1,i,-16,-1,-12,-1.2,16,21,-2
N#Cc1cccnc1Oc1ccccc1,-4,i,3,-2,-5,1.1,0,-2,-2
O=C(NCc1ccccc1)c1ccc(NC(=O)C2CCCC2)cc1,2,i,7,2,-3,0.7,-7,-8,-1
COc1cc2[nH]c(C(=O)N3CCc4ccccc4C3)cc2c(OC)c1OC,-4,i,7,8,1,0.3,-1,9,-4
COc1ccc(C(=O)N2CCN(c3ccc(C)cc3)CC2)cc1OC,0,i,2,-3,-2,0.3,-4,-10,8
Cc1ccc(C(C(=O)NC2CCCC2)N(Cc2ccc(F)cc2)C(=O)c2csnn2)o1 (stereo not given),-3,i,-5,0,0,-0.9,5,-2,-15
CCOC(=O)N1CCN(C(c2ccnc3ccccc23)c2nnnn2-c2c(C)cccc2C)CC1 (stereo not given),-2,.,8,.,-11,-0.8,-4,.,-6
COc1ccc(/C=C2\SC(=S)N(CC(=O)N3CCN(C)CC3)C2=O)cc1,0,i,3,0,2,0.2,-4,11,-4
CC(=O)Nc1sc2c(c1-c1nc3ccccc3s1)CCN(C(C)C)C2,-5,.,-120,-11,-75,.,-29,i,-245
CCCSc1nc(C)c2cc(C)cc(C)c2n1,4,i,-6,2,1,0.6,15,1,-1
OCC#CCSc1nnc(-c2ccc(Br)cc2)o1,-2,i,9,0,0,-1.2,2,-90,-1
COc1ccc(CC(=O)Nc2cccc(/C(C)=N/NC(=O)c3cccc([N+](=O)[O-])c3)c2)cc1,-7,i,0,1,-1,0.7,20,-4,-7
CCN(c1cccc(C(F)(F)F)c1)S(=O)(=O)c1ccc2c(c1)CCN2C(=O)C1CC1,-1,i,-1,-1,1,-0.2,36,-8,-1
CC(=O)c1cccc(NC(=O)CSc2nnc(C(C)N(C)C)n2Cc2ccccc2)c1 (stereo not given),-1,i,-2,-3,-4,1.2,-8,-16,1
O=C(N/N=C/c1ccc(OC(=O)c2cccc(F)c2)cc1)c1cccnc1,-1,i,8,2,41*,-0.3,-1,2,-1
CC(=O)C1=C(c2ccccc2)NC(=O)NC1c1ccccc1OCC(=O)Nc1ccccc1 (stereo not given),-8,i,-5,1,5,0.8,-1,2,0
O=C(CC(c1ccccc1)c1cc(Br)ccc1O)N1CCCC1 (stereo not given),-8,i,-2,3,6,-1.2,-1,-3,0
C=CCn1c(=O)c(C(=O)Nc2cccnc2)c(O)c2ccccc21,-10,i,3,1,1,-0.8,3,18,-3
COc1ccc(C(=S)NC2CCCCC2)cc1,-2,i,-1,1,-2,1.2,1,24,-7
CC(=O)c1ccc(OC(=O)C2CSC3(C)CCC(=O)N23)cc1 (stereo not given),-1,i,-1,1,2,0.5,-4,12,-9
COc1ccc(CCN2C(=NC(=O)CC(C)C)SC3CS(=O)(=O)CC32)cc1OC (stereo not given),-3,i,-1,-2,0,-1.0,-5,-7,-4
CC1CC(C)CN(CCCNC(=O)Cn2ncc3c([nH]c4ccccc43)c2=O)C1 (stereo not given),0,i,-6,0,0,-0.3,-4,-19,-4

Grouped by structure: the entries above containing a nitro group on carbon
SMILES,MsrA act,Rpn11 block,MT1-MMP act inh,Rin1 Abl inh,CSN inh,MsrA inh,FAS TE block,PABP1 MLLE inh,E coli Lon inh
COc1cc(C(=O)N2CCN(Cc3ccc4c(c3)OCO4)CC2)c([N+](=O)[O-])cc1OC,-3,i,5,2,-3,1.0,0,12,-3
COc1ccc(CC(=O)Nc2cccc(/C(C)=N/NC(=O)c3cccc([N+](=O)[O-])c3)c2)cc1,-7,i,0,1,-1,0.7,20,-4,-7

(continued)
SMILES,MsrA act,Rpn11 block,MT1-MMP act inh,Rin1 Abl inh,CSN inh,MsrA inh,FAS TE block,PABP1 MLLE inh,E coli Lon inh
Cc1ccc(-n2cnc(=O)c3cccnc32)cc1,2,i,2,4,0,0.9,-7,1,2
COc1ccc(C(=O)/C=C/Sc2nc3ccccc3o2)cc1,-7,i,14,-1,19,-1.2,42,4,-1
CC(C)n1c(N2CCN(CC(=O)NCc3cccs3)CC2)nc2ccccc21,2,i,1,-1,-10,-0.8,-5,-3,3
COC(=O)c1ccccc1NC(=O)CSc1nnc(C(CO)NC(=O)c2ccccc2Cl)n1C (stereo not given),-11,i,5,2,-6,-0.4,-6,-9,0
CC[C@H](C)/C=C(C)/C=C/C1=CC2=CC(=O)[C@]3(C)OC(=O)[C@@H](C(C)=O)[C@@H]3C2=CO1,-4,i,-11,3,12,1.5,-4,-30,-30
CCC1=C(OC(=O)N(CC)CC)N2C(=O)OC(=NCCc3c[nH]c4ccccc34)[C@]2(C)[C@H]2C1=CC[C@H]1C(=O)N(CC)C(=O)[C@H]12,4,i,-3,1,-2,-1.0,8,-7,-8
COc1ccc(N2C(=O)CC(N(CCc3ccccc3)C(=O)/C=C/C(=O)O)C2=O)cc1 (stereo not given),-2,i,-4,2,-8,-0.6,-9,-8,7
Cc1ccc(NC(=O)c2ccc(Cl)c(NC(=O)c3cccs3)c2)cc1,-1,i,5,0,1,0.5,19,-4,-8
C/C(CC(=O)NCCN1CCOCC1)=N\NC(=O)c1ccncc1,-7,i,0,-1,5,0.5,-6,-1,14
CCOC(=O)c1nn(-c2ccc(C)c(C)c2)cc1O,-1,i,1,3,6,1.6,-3,-8,1
COc1cccc(-n2ccnc2SCC(=O)Nc2ccccc2)c1,-1,i,8,-6,6,0.9,3,9,3
